# Gli-Sufu antag: Gli-Sufu pathway antagonism | Sufu-KO-LIGHT fibroblasts, Gli luciferase reporter luminescence | 340,000 compounds, 0.74% hits | inhibition, % at 5 µM;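 active = inhibition above about 55%, limit read from the data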;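 note: 0% = DMSO-treated cells and 100% = wells with medium but no cells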
# SENP7 inh: inhibitors of human SENP7 protease; Q9BQF6; 330,000 compounds, 1.5% hits; inhibition, % at 5 µM; recombinant SENP7, Z-RLRGG-aminoluciferin luminescence, 40 min; AID 434973;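 active = inhibition above about 50% at the single test dose, limit read from the data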;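 note: plate controls were DMSO with enzyme for no effect and no enzyme buffer wells for full effect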
# SENP8 block: inhibitors of human SENP8 protease; inhibition, % at 10 µM; 330,000 compounds, 1.2% hits; purified SENP8, Z-RLRGG-aminoluciferin cleavage, luminescence; AID 2540
# Apaf-1 inh: inhibitors of human Apaf-1 apoptosome | O14727 | reconstituted apoptosome caspase-3 activity, DEVD-Rh110 fluorescence | inhibition, % at 20 µM | 330,000 compounds, 0.71% hits; active = inhibition of at least 40% at 20 µM;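 note: plate controls were DMSO wells for no effect and DEVD-CHO caspase inhibitor wells for full effect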
#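 Material: reconstituted apoptosome with Apaf-1, cytochrome c, caspase-9, procaspase-3, dATP. Technique: Rh110 fluorescence intensity. Buffer or medium: pH 7.5 Hepes buffer with CHAPS, BSA, DTT. Times: 30 min plus 50 min, RT.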
# Jurkat NFkB inh: lowers PMA/ionomycin-induced NF-kB signal in Jurkat cells. PMA/ionomycin-induced NF-kB luciferase reporter, luminescence. inhibition, % at 4 µM. 330,000 compounds, 0.53% hits
# HKDC1 inhibitor: HKDC1 (human) hexokinase inhibition; Q2TB90; recombinant HKDC1, G6PDH/diaphorase resazurin coupled fluorescence; inhibition, % at 20 µM; 340,000 compounds, 0.16% hits; AID 493160;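 active = inhibition above about 35% when tested at 20 µM, limit read from the data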;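 note: plate controls were DMSO wells with enzyme for no effect and DMSO wells lacking enzyme for full effect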
# Target sequence (Q2TB90 whole entry, looked up): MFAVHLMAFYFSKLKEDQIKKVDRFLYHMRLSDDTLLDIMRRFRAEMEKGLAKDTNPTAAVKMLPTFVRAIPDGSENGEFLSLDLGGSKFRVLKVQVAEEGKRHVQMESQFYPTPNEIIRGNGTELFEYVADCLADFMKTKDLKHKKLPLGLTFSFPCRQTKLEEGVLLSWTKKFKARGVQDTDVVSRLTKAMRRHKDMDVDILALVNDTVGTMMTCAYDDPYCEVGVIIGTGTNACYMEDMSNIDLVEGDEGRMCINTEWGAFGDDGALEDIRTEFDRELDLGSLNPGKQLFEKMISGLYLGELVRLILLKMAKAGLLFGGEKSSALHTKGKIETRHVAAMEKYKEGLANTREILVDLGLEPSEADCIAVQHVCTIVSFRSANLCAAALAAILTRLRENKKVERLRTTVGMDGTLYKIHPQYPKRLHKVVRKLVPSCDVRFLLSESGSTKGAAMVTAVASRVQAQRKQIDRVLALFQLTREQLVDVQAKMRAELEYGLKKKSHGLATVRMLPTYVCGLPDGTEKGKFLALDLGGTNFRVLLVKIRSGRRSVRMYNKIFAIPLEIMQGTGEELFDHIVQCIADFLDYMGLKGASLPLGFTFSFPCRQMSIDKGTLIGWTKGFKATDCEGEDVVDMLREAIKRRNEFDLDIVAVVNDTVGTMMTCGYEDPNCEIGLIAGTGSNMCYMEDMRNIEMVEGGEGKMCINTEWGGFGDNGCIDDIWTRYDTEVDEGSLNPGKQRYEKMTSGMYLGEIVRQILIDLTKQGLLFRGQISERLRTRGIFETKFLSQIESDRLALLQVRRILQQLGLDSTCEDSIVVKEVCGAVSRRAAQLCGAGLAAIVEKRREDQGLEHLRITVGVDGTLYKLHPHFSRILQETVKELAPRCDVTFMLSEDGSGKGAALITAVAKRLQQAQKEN
#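 test system = in-house recombinant HK5 (HKDC1) enzyme | amount = HKDC1 at 5 µg/mL | control set = DMSO-enzyme wells negative, buffer-substituted wells positive | compound = one dose of 20 µM, 1% DMSO | schedule = reaction time 90 min, room temperature, protected from light | technique = resorufin fluorescence at 613 nm | reagent = glucose with 1 mM ATP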
# 697 NFkB inh: lowers PMA/ionomycin-induced NF-kB signal in 697 B cells; 697 B-cell NF-kB luciferase reporter, 16 h; inhibition, % at 4 µM; 330,000 compounds, 0.33% hits; AID 435022; in the data active = inhibition above about 35%
# UBC13 inh: human UBC13 polyubiquitination inhibition; P61088; UBC13 polyubiquitin chain formation, TR-FRET; inhibition, % at 20 µM; 330,000 compounds, 0.47% hits; AID 485273; in the data active = inhibition above about 45%, passing the limit was not always enough
# Target sequence (P61088 whole entry, looked up): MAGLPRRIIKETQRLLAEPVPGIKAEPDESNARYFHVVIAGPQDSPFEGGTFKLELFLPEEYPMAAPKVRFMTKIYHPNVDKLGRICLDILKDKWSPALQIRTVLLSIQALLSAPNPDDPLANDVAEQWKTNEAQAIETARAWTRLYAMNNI
# Active calls of the source: *; . = not tested or not shown. Cut-off read from the data, not from the text of the source, unless noted: active = inhibition above about 50%; inactive = the rest.
SMILES	Gli-Sufu antag	SENP7 inh	SENP8 block	Apaf-1 inh	Jurkat NFkB inh	HKDC1 inhibitor	697 NFkB inh	UBC13 inh
Cc1nnc(SC(C)C(=O)Nc2ccc(S(=O)(=O)NC3CCCCC3)cc2)s1 (centres undefined)	6	4	5	-4	35	-7	-16	0
CC1CCCCC1NC(=O)CNC(=O)c1ccco1 (centres undefined)	-6	10	2	0	-12	-5	1	-4
C/C(CC(=O)Nc1ccc(F)cc1F)=N\NC(=O)C(=O)N1CCCCC1	.	15	-1	8	-17	.	5	1
C=CC[C@@H](CC(=O)N[C@@H](CO)Cc1ccccc1)C(=O)N[C@@H](C)COC(=O)[C@@H](CC=C)Cc1ccc(F)cc1	-2	-10	-15	11	9	-8	-5	-8
Cn1nccc1C(=O)NC1CCCc2c1cnn2-c1ccc(C(C)(C)C)cc1 (centres undefined)	76*	-7	4	13	66*	2	44*	9
CC(=O)N1CCc2cc(S(=O)(=O)CCC(=O)O)ccc21	-3	8	0	6	-22	3	-14	-4
Cc1ccc(N2C(=O)N3[C@H](c4ccc(Cl)cc4)[C@@H]4C(=O)N(C5CCCCC5)C(=O)[C@@H]4[C@]3(Cc3ccccc3)C2=O)cc1	-11	0	-4	13	-4	8	1	-26
CCCCNC(=S)NNC(=O)C1=NN(c2cc(C)ccc2C)C(=O)CC1	-1	-7	-1	1	8	-5	10	-4
Cc1ccc(C(=O)NCC(=O)OCC(=O)NCC(F)(F)F)cc1	3	-3	-4	0	7	12	16	6
O=C(NCc1cccnc1)c1ccccc1Br	20	9	-5	-7	3	-5	20	8
O=C(NS(=O)(=O)c1ccccc1)c1ccccc1F	6	0	6	-8	9	-6	20	4
CCCCC(CCC(=O)NNC(=O)Cc1ccccc1)C(=O)O (centres undefined)	-10	-6	-8	-5	-2	-7	-6	-11
CCCCn1c(SCC(=O)Nc2ccc3c(c2)OCO3)nc2c1c(=O)n(C)c(=O)n2C	37	1	0	-10	-8	-8	3	13
CCCc1[nH]n(-c2ccc([N+](=O)[O-])cc2)c(=O)c1C=NCCN1CCNCC1	.	87*	84*	4	2	.	-20	16
CC1CCCCN1C(=O)CCNC(=O)Cn1cnc2ccccc2c1=O (centres undefined)	10	2	9	0	-14	-7	-3	-1
COC(=O)CCCC1=CC2=CC(=O)C(C)(OC(=O)c3cccs3)C(=O)C2=CN1CCc1ccccn1 (centres undefined)	-13	-8	-5	17	-7	21	8	-44
Cn1ccnc1SCC(=O)Nc1cccc(O)c1	-7	12	0	-8	-18	4	1	-1
CCN1C(=O)/C(=C\c2cccn2-c2ccc([N+](=O)[O-])cc2)N(CC)C1=S	4	3	-1	9	-1	-9	11	8
COCC(=O)N1CCC(n2nnc3cc(F)ccc32)CC1	1	1	-3	-31	-5	1	13	5
N#Cc1ccsc1NC(=O)C1CC(=O)N(Cc2ccccc2)C1 (centres undefined)	-4	-4	2	0	13	-5	16	3
COC(=O)c1ccc(NC(=O)CSc2nnc(COc3ccccc3)n2C)cc1	0	11	-5	9	3	-5	-4	-3
Cc1cccc(C)c1N(CC(=O)NN=C1CCCCCC1)S(C)(=O)=O	-11	5	-4	-13	6	-6	20	6
NS(=O)(=O)c1cccc(NC(=O)CN2CCN(S(=O)(=O)c3ccc4c(c3)OCCO4)CC2)c1	0	4	5	19	-13	0	0	6
CC1CC(C)CN(CC(=O)Nc2ccc3c(c2)OCCO3)C1 (centres undefined)	-10	2	-9	4	-43	-4	-34	7
COc1cccc(NC(=O)CCC(=O)NCc2ccco2)c1	3	-4	-5	4	3	2	-4	-14
CC(=O)c1ccc(OCc2cc(C(=O)N(C)C(C)c3nccs3)no2)cc1 (centres undefined)	-19	0	-5	3	-10	-1	-45	-2
NS(=O)(=O)c1ccc(CCNC(=O)c2ccc(Cn3c(=O)[nH]c4ccccc4c3=O)cc2)cc1	-9	-4	-4	3	-9	-7	-3	-2
COc1ccc(-n2nc3cc(C)c(N)cc3n2)cc1Cl	-44	5	24	18	-48	19	-44	5
O=C(CN1CCc2[nH]c3ccccc3c2C1)N1CCCCC1	6	-10	-4	10	-12	7	-4	-1
COc1cccc(NC(=O)N2CCc3ccccc3C2)c1	-53	53*	30	12	-56	3	-39	-5
N#CC1(c2ccccc2)CCC(=O)N1c1ccccc1 (centres undefined)	4	-2	-3	2	-45	3	-33	-5
Cc1ccc(N2CC(C(=O)NCCN3CCOCC3)CC2=O)cc1 (centres undefined)	7	-3	-1	-3	10	-4	19	7
[N-]=[N+]=CC(=O)CC(c1ccccc1)N1C(=O)c2ccccc2C1=O (centres undefined)	-4	-3	-3	7	-17	-4	-22	-12
O=C(OCC(=O)C12CC3CC(CC(C3)C1)C2)c1ccc(O)cc1	-14	-10	-27	12	-22	-4	-20	2
O=C(CSc1nnc(-c2ccoc2)o1)N1CCOCC1	4	-5	-9	1	-18	-2	-9	-5
CCOC(=O)N1CCC(NC(=O)c2cc(COc3ccc(F)cc3Cl)on2)CC1	-3	5	10	8	-2	5	12	0
Cc1cccc(-c2nc(C)cc(=O)[nH]2)c1	4	4	6	17	8	-6	6	0
COC(=O)CSc1nnc(-c2c[nH]c3ccccc23)o1	35	7	-10	-8	-2	0	11	-2
Cc1nn(Cc2cccc(C(=O)O)c2)c(C)c1[N+](=O)[O-]	-2	0	-1	-23	2	-3	1	11
COc1cccc(NC(=O)N2C3CCCC2CC(NC(C)=O)C3)c1 (centres undefined)	2	-1	-5	-11	-6	-3	7	4
Cc1ccc(-c2csc(NC(=O)CSc3nc(C)cc(=O)[nH]3)n2)cc1	7	1	-3	-18	-7	1	-8	36
N#Cc1ccncc1S(=O)c1ccc(Cl)cc1 (centres undefined)	4	-5	0	0	4	2	-4	10
CC1(C)C(C=C(Cl)Cl)C1C(=O)N1CCN(c2ccccc2)CC1 (centres undefined)	2	9	4	7	-9	-4	-27	-8
CCOC(=O)CC1(C)SC(NC(C)=O)=NN1C(C)=O (centres undefined)	-1	-1	1	-11	10	-10	-1	3
CCOc1cc(/C=N/NC(=O)c2ccncc2)ccc1OS(C)(=O)=O	4	0	-10	-8	-18	-8	9	-14
O=C(N/N=C/c1ccco1)C1CC1	1	6	-3	1	-1	-4	4	1
CC(CN1C(C)CCCC1C)OC(=O)c1ccccc1F (centres undefined)	0	-3	-1	-2	0	-3	11	0
CC(C)=CCCC1(C)C=Cc2c(c(C)cc3c2[nH]c2cc(O)ccc23)O1 (centres undefined)	-4	0	-10	28	-29	2	-17	34
COCCN(CCOC)S(=O)(=O)c1ccc(C(=O)NCCCN2CCOCC2)cc1	6	-1	-3	-10	-6	-7	3	8
CCOC(=O)N1CCC(NC(=O)CCC(=O)N2CC(C)Oc3ccccc32)CC1 (centres undefined)	-19	6	1	9	-6	-1	4	0
Cc1ccc(CN2CCN(Cc3nc(C(C)C)cs3)CC2CCO)cc1 (centres undefined)	10	-3	-5	9	12	10	-14	-7
Oc1ccc(-c2onc(C(F)(F)F)c2-c2cscn2)c(O)c1	10	-4	-6	-5	0	6	-13	14
COc1ccc(CC(=O)NC(=S)Nc2ccc(S(=O)(=O)NC(C)(C)C)cc2)cc1	4	12	-17	16	8	-1	-20	-8
Cn1c(SCC(=O)Nc2cccc(Br)c2)nnc1-c1cc2ccccc2o1	-2	-6	-2	-8	-7	-2	7	6
CCCc1nc2sc3c(SCC(=O)NCc4ccco4)ncnc3c2c2c1CCC2	5	-1	2	17	-8	7	-9	1
CC(O)CNc1ccc(-c2nn(C)c(=O)c3ccccc23)cc1[N+](=O)[O-] (centres undefined)	-9	-3	8	11	1	1	14	-104
CNC(=O)c1ccccc1NC(=O)C1CC(=O)N(C(C)C)C1 (centres undefined)	-3	7	-4	-3	8	5	15	10
Cc1cc(NC(=O)c2ccc(N(C)S(=O)(=O)c3ccccc3)cc2)no1	10	-5	-8	-5	21	4	2	12
O=C(c1ccc(S(=O)(=O)N2CCCC2)cc1)N(Cc1ccco1)C1CCS(=O)(=O)C1 (centres undefined)	.	2	-3	-18	10	-7	19	17
CC1CCC(C(C)C)C(OCC(O)CNC(C)c2ccccc2)C1 (centres undefined)	18	8	-2	-3	13	8	5	32

# Results in Jurkat NFkB inh, 697 NFkB inh and SENP8 block (2 entries from above):
compound | Jurkat NFkB inh | 697 NFkB inh | SENP8 block
O=C(CSc1nnc(-c2ccoc2)o1)N1CCOCC1 | -18 | -9 | -9
CCOC(=O)N1CCC(NC(=O)c2cc(COc3ccc(F)cc3Cl)on2)CC1 | -2 | 12 | 10

# (cont.)
SMILES	Gli-Sufu antag	SENP7 inh	SENP8 block	Apaf-1 inh	Jurkat NFkB inh	HKDC1 inhibitor	697 NFkB inh	UBC13 inh
NC(=O)c1ccccc1NS(=O)(=O)c1ccc(F)cc1	0	-6	-1	-7	-7	-1	-17	3
COC(=O)[C@@H]1C[C@@]2(O)[C@H](O)[C@H](O)[C@H](O)C[C@H]2N1Cc1cc(F)ccc1F	-4	11	-14	-5	3	-2	10	-8
O=C1Nc2ccccc2/C1=C/c1ccc([N+](=O)[O-])cc1	1	-14	-1	7	15	-7	18	-8
COc1ccccc1N1CC(O)=C(c2nc3ccccc3c(=O)[nH]2)C1=N	-5	0	-1	-10	-2	9	20	16
COc1ccc(N/C=C\C(=O)c2ccc(Br)cc2)cc1OC	-59	-7	-1	-3	-27	-11	-26	-6
CCN(CC(=O)Nc1c(F)cccc1F)C(=O)C1COc2ccccc2O1 (centres undefined)	-7	6	-8	0	-1	-1	13	9
Cc1cccc(C(=O)Nc2cccc(S(=O)(=O)NCc3ccco3)c2)c1	2	3	9	-2	11	-2	17	6
CCOC(=O)c1cc(C(=O)c2ccccc2O)cn2c(=O)c3c(C)c(C)sc3nc12	.	-1	0	-20	1	.	5	-8
CCOC(=O)c1ccccc1NC(=O)COC(=O)CCC1CCCC1	-4	2	-1	8	-6	-3	16	6
O=C1c2ccccc2C(=O)N1c1cccc2cccnc12	-8	-3	-10	-4	11	-3	7	-4
O=c1[nH]c(-c2ccc3c(c2)OCO3)nc2c1sc(=S)n2-c1ccccc1	-2	3	-2	-22	-16	3	0	-13
Cc1cc2c(c(=O)o1)C1(C(=O)N(CC(=O)O)c3ccccc31)C(C#N)=C(N)O2 (centres undefined)	-2	1	1	9	-7	1	-5	0
O=C(COc1ncnc2cc(Cl)ccc12)c1ccc2c(c1)OCCO2	-58	13	-5	4	-92	-1	-135	2
Cc1ccc(C2(C)NC(=O)N(CC(=O)Nc3ccccc3N3CCCC3)C2=O)cc1 (centres undefined)	-5	1	1	21	-3	8	8	-7
CCOC(=O)Cc1csc(NC(=O)c2ccc(OC)c(OC)c2)n1	1	9	-1	0	-27	10	-2	3
Cc1ccccc1N(C(=O)Cc1cccs1)C(C(=O)NC1CCCCC1)c1cn(C)nc1C (centres undefined)	7	0	-1	1	22	-9	9	4
COC(=O)Cc1cc(=O)n2[nH]c(SC)nc2n1	-1	-2	4	10	1	-2	10	7
O=C(CNS(=O)(=O)c1ccc(Br)s1)N1CCN(C(=O)c2ccco2)CC1	-4	-19	-3	2	-2	7	-14	0

# Four compounds out of the list above, sorted by their value in SENP8 block, rising.
compound,SENP7 inh,SENP8 block,Jurkat NFkB inh,HKDC1 inhibitor,697 NFkB inh,UBC13 inh
O=c1[nH]c(-c2ccc3c(c2)OCO3)nc2c1sc(=S)n2-c1ccccc1,3,-2,-16,3,0,-13
COc1ccc(N/C=C\C(=O)c2ccc(Br)cc2)cc1OC,-7,-1,-27,-11,-26,-6
Cc1cc2c(c(=O)o1)C1(C(=O)N(CC(=O)O)c3ccccc31)C(C#N)=C(N)O2 (centres undefined),1,1,-7,1,-5,0
COC(=O)Cc1cc(=O)n2[nH]c(SC)nc2n1,-2,4,1,-2,10,7
